# aGal spleen mod: inhibits or activates alpha-galactosidase in human spleen homogenate. human spleen homogenate, 4MU-alpha-Gal fluorescence, 40 min. Potency, µM (top dose mostly 80 µM), without a hit: at the highest dose activity change, negative = inhibition, hits mostly inhibitors. hit rate 0.008% among 240,000. AID 2107;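 further: potency means the concentration at half of the fitted maximal effect; 0% = enzyme with vehicle and -100% = no enzyme basal signal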
# Target sequence (P06280 32-429 limits assumed): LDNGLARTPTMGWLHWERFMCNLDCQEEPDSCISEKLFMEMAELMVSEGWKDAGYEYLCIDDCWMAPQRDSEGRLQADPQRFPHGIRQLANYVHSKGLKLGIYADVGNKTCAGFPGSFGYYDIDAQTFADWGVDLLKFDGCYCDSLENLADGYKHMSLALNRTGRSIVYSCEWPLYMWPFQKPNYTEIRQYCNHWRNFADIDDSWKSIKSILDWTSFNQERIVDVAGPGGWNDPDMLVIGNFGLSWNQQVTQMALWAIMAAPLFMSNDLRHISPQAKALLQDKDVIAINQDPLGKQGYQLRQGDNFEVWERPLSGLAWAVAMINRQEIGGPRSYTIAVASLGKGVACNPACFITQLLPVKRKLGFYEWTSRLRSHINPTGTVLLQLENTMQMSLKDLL
#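 Fluorogenic readout (Ex 365/Em 440 nm) of 4-methylumbelliferone released from 1 mM 4-MU-alpha-galactoside by spleen homogenate, 40 min at 37C, pH 5.0. Data normalized to no-enzyme and enzyme controls; Hill-equation AC50 from compound titrations.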
# TRb SRC2 PPI: TRbeta-SRC2 interaction inhibition; TRbeta-SRC2 peptide binding, fluorescence polarization; receptor liganded with 1 µM T3; Potency, µM (series often up to 106 µM), inactives show at the top dose activity change, negative = inhibition, usual class: inhibitors; hit rate 0.065% among 280,000; AID 1469;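 further: potency means the concentration at half of the fitted maximal effect; plate controls were bound peptide for no effect and peptide without receptor for full effect; nearly all actives have a fitted effect of over 50% in size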
#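 Quantitative HTS by FP: 0.6 uM TRb LBD, 20 nM labeled SRC2 20-mer, 1 uM T3, 5% DMSO; 5 hr ambient incubation; % activity per concentration and potencies from concentration series.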
# Tau FP inhib: inhibitors of human tau fibril formation | P10636 | K18 P301L tau heparin fibrillization, Alexa594 FP, 6 h | Potency, µM (doses to about 57.7 µM), without a hit: at the top dose activity, negative = inhibition, most hits filed as inhibitors | hit rate 0.39% among 280,000; further: potency means the concentration at half of the fitted maximal effect; on the % scale 0 is the no-effect control and ±100 the full control effect; nearly all actives have a fitted effect of over 55% in size
# Target sequence (P10636 561-689 P618L limits assumed): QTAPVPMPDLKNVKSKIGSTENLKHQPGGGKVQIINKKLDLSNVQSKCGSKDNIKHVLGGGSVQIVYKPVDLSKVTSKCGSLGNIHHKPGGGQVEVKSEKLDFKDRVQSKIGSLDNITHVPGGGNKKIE
#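 Read-out: fluorescence polarization of Alexa 594-labeled tau (0.24 uM), 555 nm excitation, 632 nm emission. Mixtures held 15 uM unlabeled K18 P301L, compound and 20 uM heparin, pH 7 acetate buffer, incubated 6 hr at 37 C.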
# NPSR antag: blocks cAMP signaling of the human neuropeptide S receptor; Potency, µM (titrated, usually from 38.3 µM), for inactives: at the top dose activity change, negative = inhibition, actives largely listed as inhibitors; Q6W5P4; CHO-NPSR cells, cAMP TR-FRET, antagonist mode; hit rate 1% among 220,000; further: potency means the concentration at half of the fitted maximal effect; on the % scale 0 is the no-effect control and ±100 the full control effect; nearly all actives have a fitted effect of over 50% in size; many of its hits are not listed in these tables
# Target sequence (Q6W5P4 whole entry, looked up): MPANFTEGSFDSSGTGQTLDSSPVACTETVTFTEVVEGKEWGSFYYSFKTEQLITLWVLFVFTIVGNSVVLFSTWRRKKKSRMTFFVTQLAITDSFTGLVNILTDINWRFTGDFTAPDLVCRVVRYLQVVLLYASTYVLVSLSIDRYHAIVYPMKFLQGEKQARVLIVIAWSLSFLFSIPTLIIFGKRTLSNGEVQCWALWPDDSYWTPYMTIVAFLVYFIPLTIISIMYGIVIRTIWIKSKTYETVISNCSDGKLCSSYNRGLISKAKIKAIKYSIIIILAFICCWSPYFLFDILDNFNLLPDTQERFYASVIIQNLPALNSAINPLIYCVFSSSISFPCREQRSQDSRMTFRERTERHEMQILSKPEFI
# TR SRC2 fluor cs: Texas Red fluorescence interference in TRb-SRC2 counter-screen; TRb/SRC2 Texas Red total fluorescence interference; Potency, µM (doses to about 106 µM), for inactives: at the top dose fluorescence change, negative = quenching; hit rate 0.29% among 280,000; AID 1479; active means well fitted curve in either direction with a large enough effect; inconclusive means small, poorly fitted or top-dose-only effect; further: potency means the concentration at half of the fitted maximal effect; on the % scale 0 is the no-effect control and ±100 the full control effect
#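 Human TRb ligand-binding domain at 0.6 uM with 20 nM Texas Red SRC2 peptide in Tris buffer containing 1 uM T3 and 5% DMSO, incubated with compound 5 h at ambient temperature. Total fluorescence (555/632 nm) calculated as parallel + 2 × perpendicular.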
# Tau fluor counter: counter-screen for tau fibril formation inhibitors; tau K18 P301L (four-repeat tau fragment) Alexa594 fluorescence, heparin fibrillization; Potency, µM (highest dose often 57.7 µM), inactives show at the highest dose activity change, negative = decrease; hit rate 0.93% among 280,000; AID 1463; further: potency means the concentration at half of the fitted maximal effect; on the % scale 0 is the no-effect control and ±100 the full control effect; nearly all actives have a fitted effect of over 55% in size
#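 Human K18 P301L tau (15 uM unlabeled plus 0.24 uM Alexa 594-labeled, final) in 100 mM sodium acetate pH 7 was mixed with compound and 20 uM heparin and incubated 6 hr at 37 C.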
# CBFb-RUNX1 inh: inhibitors of human CBF-beta and RUNX1 interaction; Q01196+Q13951; AlphaScreen CBFb-His/RUNX1-biotin binding, biochemical; Potency, µM (titrated, usually from 59.8 µM), inactives show top-dose activity, negative = inhibition, hits mostly inhibitors; 230,000 tested, under 10 active; AID 1477; further: % of control where 0% means no effect
#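 Interaction loss through any mechanism counts as activity. Pre-formed complex of His-CBF-beta and biotin-RUNX1 (30 nM apiece) is incubated with compound 15 min, then with 50 ng nickel and 50 ng streptavidin beads for 90 min before AlphaScreen detection.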
# Epigenetic reg: epigenetic control regulation, reporter derepression; murine LDR cells, GFP reporter derepression, 30 h; Potency, µM (series often up to 53.9 µM), for inactives: at the highest dose GFP activation, hits mostly activators; hit rate 0.2% among 280,000; further: potency means the concentration at half of the fitted maximal effect; % of control where 0% means no effect; nearly all actives have a fitted effect of over 60% in size
#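 GFP-positive cell count by laser-scanning cytometry (objects 20–120 um) after 30 h, 37 C compound exposure of murine LDR cells; reporter is CMV-GFP integrated at a silenced locus, inducible by HDAC or DNMT inhibitors.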
# * hit, by the source's call; ? = inconclusive; . = not tested or not shown; & = joins results of further samples; [ ] = dose if it differs, or a comment. Unless noted, the call rests on the fitted dose curve; in most records, active means well fitted curve in the direction sought with a large enough effect; inconclusive means small, poorly fitted or top-dose-only effect, or another doubt; inactive means no such curve, though single readings can be large; an effect the other way counts as inactive or inconclusive. The list is partial; rates above refer to the full screens.
1	CC(C)n1c(O)c(C=NCc2cccnc2)c(=O)[nH]c1=S
2	C/C(=N\N1CCN(C)CC1)c1c(O)n(Cc2ccccc2)c(=O)[nH]c1=O
3	OCc1cnc[nH]1
4	CC[C@H](C)[C@H](NC(=O)[C@@H](N)Cc1ccc(O)cc1)C(=O)NCC(=O)N[C@@H](CO)C(=O)N[C@@H](CCCN=C(N)N)C(N)=O
5	Clc1cccc(C2NCc3ccccc3-n3cccc32)c1 (configuration not stated)
6	COc1ccc(CCNCc2ccncc2)cc1OC
7	COc1ccc(-n2c(-c3ccc(C)cc3)nc3ccccc3c2=O)cc1
8	Cc1nc(CCl)cc(=O)[nH]1
9	C[C@@H]1NCCc2cc(O)c(O)cc21
10	CNC(=S)N1CC2CC(C1)c1cccc(=O)n1C2 (configuration not stated)
assay / entry,1,2,3,4,5,6,7,8,9,10
aGal spleen mod,-1%,1%,11%&-9%,-4%,-4%,?,-5%,-5%,-13%[29.1 µM],12%
TRb SRC2 PPI,-10%,-3%,7%&2%,3%,4%,-4%,9%,-3%,-5%[53 µM],6%
Tau FP inhib,-3%,0%,-5%&-3%,.,3%,1%,5%,-1%,.,1%
NPSR antag,-16%,0%[46.1 µM],?,.,-15%,-6%[46.1 µM],?,14%,.,0%
TR SRC2 fluor cs,0%,1%,0%&3%,-2%,0%,-8%,-1%,1%,-1%[53 µM],0%
Tau fluor counter,-12%,-5%,-11%&-2%,.,7%,-2%,-6%,-2%,.,3%
CBFb-RUNX1 inh,-2%,1%,12%&7%,8%,5%,-3%,-3%,-1%,-16%[21.7 µM],-4%
Epigenetic reg,3.8%,0.0%,1.0%&-1.2%,.,0.1%,1.4%,-1.7%,?,-1.4%[16.9 µM],-0.5%

11	Cc1c(C(c2ccc(F)cc2)c2c(O)c3ccccc3oc2=O)c(=O)n(-c2ccccc2)n1C (configuration not stated)
12	CCN(CC)C(=O)c1ccc(NC(=O)CCCSc2ccccc2)cc1
13	CC(C1OC(C)(C)C(O)C1O)C1CC[C@@]2(C)C3=CCC4C(C)(C)C(=O)CC[C@]4(C)C3CC[C@@]12C (some centres not stated)
14	CC[C@]1(O)CC(O[C@@H]2CC(N(C)C)C(O)C(C)O2)c2c(cc3c(c2O)C(=O)c2c(O)ccc(O)c2C3=O)C1C(=O)OC (some centres not stated)
15	Cc1cc(C)nc(NS(=O)(=O)c2ccc(N=Cc3c(O)n(C)c(=O)n(C)c3=O)cc2)n1
16	CNCCc1ccc(OC)c(OC)c1
17	Cc1nnc2ccc(N3CCN(C)CC3)nn12
18	COc1cc2c(cc1OC)C(c1c(O)n(CCc3ccccc3)c(=S)[nH]c1=O)NCC2 (configuration not stated)
19	CC(=O)N1N=C(c2cccnc2)OC1c1ccccc1Cl (configuration not stated)
20	CCN(CC)c1ccc(/C=N/c2sc3c(c2C#N)C2CCN3CC2)c(O)c1
assay / entry,11,12,13,14,15,16,17,18,19,20
aGal spleen mod,-5%,5%,13%,-9%,-1%,4%,16%,10%,-5%,-2%
TRb SRC2 PPI,-2%&-6%,4%,-7%,15%,6%,5%,-17%,10%,3%,9%
Tau FP inhib,-4%&4%,10%,8%,-14%,-3%,-2%,-10%,12%,1%,?
NPSR antag,-1%,-14%,.,.,-4%,11%,-6%[7.67 µM],10%,0%,-19%
TR SRC2 fluor cs,-4%&-1%,-1%,1%,40µM*[fluorescent],-4%,-2%,0%,5%,-4%,3%
Tau fluor counter,-11%&-10%,-6%,?,?,-7%,-1%,-5%,-2%,19%,?
CBFb-RUNX1 inh,2%,1%,8%,?,-7%,9%,4%,5%,10%,-9%
Epigenetic reg,-1.6%&-1.0%,-6.6%,0.0%,?,-1.3%,1.3%,0.3%,-3.1%,0.0%,2.8µM*

# From entry 14 to 20, as listed above:
14	CC[C@]1(O)CC(O[C@@H]2CC(N(C)C)C(O)C(C)O2)c2c(cc3c(c2O)C(=O)c2c(O)ccc(O)c2C3=O)C1C(=O)OC (some centres not stated)
15	Cc1cc(C)nc(NS(=O)(=O)c2ccc(N=Cc3c(O)n(C)c(=O)n(C)c3=O)cc2)n1
16	CNCCc1ccc(OC)c(OC)c1
17	Cc1nnc2ccc(N3CCN(C)CC3)nn12
18	COc1cc2c(cc1OC)C(c1c(O)n(CCc3ccccc3)c(=S)[nH]c1=O)NCC2 (configuration not stated)
19	CC(=O)N1N=C(c2cccnc2)OC1c1ccccc1Cl (configuration not stated)
20	CCN(CC)c1ccc(/C=N/c2sc3c(c2C#N)C2CCN3CC2)c(O)c1
assay / entry,14,15,16,17,18,19,20
aGal spleen mod,-9%,-1%,4%,16%,10%,-5%,-2%
TRb SRC2 PPI,15%,6%,5%,-17%,10%,3%,9%
Tau FP inhib,-14%,-3%,-2%,-10%,12%,1%,?
NPSR antag,.,-4%,11%,-6%[7.67 µM],10%,0%,-19%
TR SRC2 fluor cs,40µM*[fluorescent],-4%,-2%,0%,5%,-4%,3%
Tau fluor counter,?,-7%,-1%,-5%,-2%,19%,?
CBFb-RUNX1 inh,?,-7%,9%,4%,5%,10%,-9%
Epigenetic reg,?,-1.3%,1.3%,0.3%,-3.1%,0.0%,2.8µM*

# Other entries
21	Cc1ccc(N)cc1C
22	Cc1ccc(-n2c(/C=C/c3cccs3)nc3ccccc3c2=O)cc1C
23	Nc1c(Cl)c(Cl)nc(C(=O)O)c1Cl
24	O=c1[nH]c(=S)[nH]c(O)c1N=Nc1ccc(OC(F)F)cc1
25	CC(C)CC1C(C#N)=C(N)Oc2c1c(=O)oc1ccccc21 (configuration not stated)
26	COc1cc2[nH]c(=O)n(CCCCCC(=O)N3CCN(c4cccc(C(F)(F)F)c4)CC3)c(=O)c2cc1OC
27	CCCN(CCC)C1Cc2cc(OC)c(OC)cc2C1
28	CC1CN(C)C(C)(C)CC1(O)c1ccccc1 (configuration not stated)
29	CC(C)C#N
30	Cc1cc(NC(=O)c2cccn(Cc3cccc([N+](=O)[O-])c3)c2=O)no1
assay / entry,21,22,23,24,25,26,27,28,29,30
aGal spleen mod,10%,.,-7%,7%,-4%,.,-8%&-4%&10%,3%,-6%,.
TRb SRC2 PPI,5%,-4%,-2%[201 µM],4%,3%,0%,5%&-2%&1%,-6%,9%,-1%
Tau FP inhib,.,-13%,.,6%,-10%,-12%,-5%&-5%&-3%,-5%,.,?
NPSR antag,.,.,.,-32%,-7%[46.1 µM],.,-5%[46.1 µM],-1%[46.1 µM],.,.
TR SRC2 fluor cs,1%,0%,-2%[201 µM],-4%,0%,0%,-15%&-2%&0%,-1%,-1%,-2%
Tau fluor counter,.,-19%,.,-4%,-22%,?,0%&0%&-9%,1%,.,-12%
CBFb-RUNX1 inh,19%[21.7 µM],.,6%[21.7 µM],2%,1%,.,18%,3%,6%[21.7 µM],.
Epigenetic reg,.,6.3%,.,1.3%,-3.2%,-1.4%,-0.2%&0.0%&-6.5%,-5.6%,.,0.0%

31	COC(=O)c1ccccc1C(=O)OC
32	O=c1[nH]c(=S)n(-c2ccc(Br)cc2)c(O)c1C=Nc1ccc(N2CCOCC2)cc1
33	C[N+](C)(C)Cc1ccccc1
34	Cc1ccc(/C=C2\C(=O)NC(=S)N(c3ccc(F)cc3)C2=O)s1
35	C=C1[C@@H]2CC[C@H]3[C@@]4(C)C[C@@H](O[C@@H]5O[C@H](CO)[C@H](OS(=O)(=O)O)[C@@H](OS(=O)(=O)O)[C@@H]5OC(=O)CC(C)C)C[C@@H](C(=O)O)[C@H]4CC[C@@]3(C2)[C@H]1O
36	COc1ccc2c(CN3CC=C(c4ccccc4)CC3)cc(=O)oc2c1
37	O=C1C2CCN(CC2)[C@@H]1Cc1ccc2ccccc2c1O
38	CCCCCCC(C)(C)c1cc(OC)c2c(c1)OC(C)(C)[C@@H]1CC=C(C)C[C@@H]21
39	CC1SC2(CN3CCC2CC3)NC1=O (configuration not stated)
40	c1ccc2c3c([nH]c2c1)CNCC3
assay / entry,31,32,33,34,35,36,37,38,39,40
aGal spleen mod,1%,0%,1%&-13%,1%,-2%[29.1 µM],3%,3%,-3%,-4%,-7%
TRb SRC2 PPI,0%[201 µM],-9%,6%[201 µM],0%,3%[53 µM],-2%,-9%,-6%,0%,-1%
Tau FP inhib,.,3%,7%,-2%,.,-7%,-2%,2%,-4%,8%
NPSR antag,.,-11%,12%,22%,.,-55%,2%[46.1 µM],.,7%[46.1 µM],-19%
TR SRC2 fluor cs,-1%[201 µM],3%,-6%[201 µM],0%,-3%[53 µM],0%,2%,-4%,-1%,-2%
Tau fluor counter,.,-22%,-12%,-10%,.,-8%,-5%,-5%,0%,-8%
CBFb-RUNX1 inh,3%[21.7 µM],3%,1%[21.7 µM],-1%,9%[21.7 µM],1%,0%,3%,8%,-29%
Epigenetic reg,.,1.0%,-3.0%,1.0%,-0.3%[16.9 µM],1.3%,-3.0%,5.9%,-0.7%,0.2%

41	CNc1ccc2oc(C[C@@H]3OC4(CC[C@@H]3C)O[C@H](C(C)C(=O)c3ccc[nH]3)[C@H](C)C[C@H]4C)nc2c1C(=O)O (some centres not stated)
42	O=C1CCC[C@H]2[C@H]3CCCN4CCCC(=CN12)[C@@H]34
43	CC1CN(O)C2CCc3c(no[n+]3[O-])C12O (configuration not stated)
44	COc1ccc(NC(C)=O)cc1NC(=O)c1cccn(Cc2ccccc2)c1=O
assay / entry,41,42,43,44
aGal spleen mod,20%,5%,8%,.
TRb SRC2 PPI,-3%,5%,-2%,-5%
Tau FP inhib,-4%,0%,-4%,7%
NPSR antag,.,.,-2%[46.1 µM],.
TR SRC2 fluor cs,-4%,-2%,0%,-10%
Tau fluor counter,-24%,-7%,-4%,-14%
CBFb-RUNX1 inh,-11%,-7%,4%,.
Epigenetic reg,-2.1%,-1.1%,-0.7%,1.1%

# Bioassay records (PubChem BioAssay)
